Source: PubChem BioAssay
ADAM17 inh: ADAM17 inhibition, QFRET primary screen; P78536; recombinant ADAM17, EDANS/DABCYL FRET peptide cleavage; inhibition, % at 6.95 µM; hit rate 0.83% among 370,000; AID 720648;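 active = inhibition above the mean of compounds lying between control limits plus 3 SD, set per campaign, cut at about 8.5% in these data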;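 note: 0% = DMSO-only wells as the low control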
DAX1 inh-1: DAX1 (NR0B1) inhibition, primary screen. hit rate 1.1% among 370,000. AID 652010. HEK293T StAR-luciferase reporter, SF-1/DAX-1 repression relief. inhibition, % at 6.8 µM;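 active = inhibition above the mean over all tested compounds plus 3 SD, cut at about 3.6% in these data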;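 note: 0% = DAX-1 cells with DMSO and 100% = cells lacking DAX-1 with DMSO; higher inhibition means more luminescence from relief of DAX-1 repression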
hgDAF12 agonist: hgDAF-12 agonism, primary luciferase screen; hit rate 1.8% among 370,000; activation, % at 6.8 µM; HEK293 GAL4-hgDAF12 UAS-luciferase reporter, agonist luminescence; normalized to butyrate control; AID 687014;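 active = activation above a cutoff set at the mean of all screened compounds plus 3 SD, cut at about 10% in these data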;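 note: 0% = DMSO wells and 100% = sodium butyrate wells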
Rev-erbA mod: Rev-erb alpha (human) modulation | hit rate 0.79% among 370,000 | activity, % at 10 µM | Rev-erbα–FITC-DNA binding, fluorescence polarization, 90 min | AID 1259318;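 active = activity above about 14%, limit read from the data; passing the limit was not always enough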;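 note: 0% = DMSO wells with 35 nM protein and 100% = DMSO wells with 750 nM protein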
MBD2 inh: blocks human MBD2 binding to methylated DNA | Q9UBB5 | TR-FRET, MBD2 binding to methylated oligonucleotide | inhibition, % at 4.4 µM | hit rate 0.31% among 370,000; in the data active = inhibition above about 13%
hcDAF12 agonist: activates DAF-12 receptor from parasite H. contortus. HEK293 hcDAF-12 lit1-tk-luc reporter, luminescence; 0% DMSO, 100% Δ7-dafachronic acid. activation, % at 6.8 µM. hit rate 1.4% among 370,000;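 active = activation above the mean of all tested compounds plus 3 SD, cut at about 5.5% in these data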;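 note: 100% = response to 3 µM Δ7-dafachronic acid high control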
SMARCA2 act: increases SMARCA2 function in MMTV reporter cells; MG213 cells, MMTV-luciferase reporter, dexamethasone, overnight; activation, % at 9.1 µM; hit rate 1% among 370,000; AID 652017; in the data active = activation above about 7.8%;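 note: 0% = vehicle wells and 100% = reference activator wells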
DAX1 inh-2: NR0B1 (DAX1) inhibition; P51843; HEK293 Gal4-DAX1 luciferase reporter, luminescence; inhibition, % at 6.75 µM; hit rate 0.99% among 340,000; AID 504766;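 active = inhibition above the mean over all tested compounds plus 3 SD, cut at about 4.2% in these data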;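 note: 0% = DAX1-transfected cells with DMSO and 100% = empty-vector control cells with DMSO; inhibition shows as a rise in luminescence from relieved DAX1 repression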
ssDAF-12 act: S. stercoralis DAF-12 activation, primary screen; hit rate 1% among 370,000; AID 652126; activation, % at 6.8 µM; HEK293 ssDAF-12/GRIP1 lit1-tk-luc reporter, luminescence; % of 3 µM dafachronic acid response;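 active = activation above the mean over all tested compounds plus 3 SD, cut at about 0.9% in these data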;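 note: 0% = DMSO-only wells and 100% = 3 µM delta7-dafachronic acid wells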
PLC-gamma1 inh: PLC-gamma1 (human) inhibition, primary screen; purified PLC-gamma1, fluorogenic substrate, fluorescence; hit rate 0.84% among 370,000; AID 720700; inhibition, % at 12.2 µM; in the data active = inhibition above about 9.5%
PLCb3 inh: inhibitors of human phospholipase C beta3. hit rate 0.18% among 370,000. inhibition, % at 12.2 µM. AID 720704. Purified PLC-beta3, fluorogenic substrate, fluorescence; in the data active = inhibition above about 11%;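 note: 0% = median of compound wells on plate and 100% = full blocker control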
Target sequence (Q01970 whole entry, looked up): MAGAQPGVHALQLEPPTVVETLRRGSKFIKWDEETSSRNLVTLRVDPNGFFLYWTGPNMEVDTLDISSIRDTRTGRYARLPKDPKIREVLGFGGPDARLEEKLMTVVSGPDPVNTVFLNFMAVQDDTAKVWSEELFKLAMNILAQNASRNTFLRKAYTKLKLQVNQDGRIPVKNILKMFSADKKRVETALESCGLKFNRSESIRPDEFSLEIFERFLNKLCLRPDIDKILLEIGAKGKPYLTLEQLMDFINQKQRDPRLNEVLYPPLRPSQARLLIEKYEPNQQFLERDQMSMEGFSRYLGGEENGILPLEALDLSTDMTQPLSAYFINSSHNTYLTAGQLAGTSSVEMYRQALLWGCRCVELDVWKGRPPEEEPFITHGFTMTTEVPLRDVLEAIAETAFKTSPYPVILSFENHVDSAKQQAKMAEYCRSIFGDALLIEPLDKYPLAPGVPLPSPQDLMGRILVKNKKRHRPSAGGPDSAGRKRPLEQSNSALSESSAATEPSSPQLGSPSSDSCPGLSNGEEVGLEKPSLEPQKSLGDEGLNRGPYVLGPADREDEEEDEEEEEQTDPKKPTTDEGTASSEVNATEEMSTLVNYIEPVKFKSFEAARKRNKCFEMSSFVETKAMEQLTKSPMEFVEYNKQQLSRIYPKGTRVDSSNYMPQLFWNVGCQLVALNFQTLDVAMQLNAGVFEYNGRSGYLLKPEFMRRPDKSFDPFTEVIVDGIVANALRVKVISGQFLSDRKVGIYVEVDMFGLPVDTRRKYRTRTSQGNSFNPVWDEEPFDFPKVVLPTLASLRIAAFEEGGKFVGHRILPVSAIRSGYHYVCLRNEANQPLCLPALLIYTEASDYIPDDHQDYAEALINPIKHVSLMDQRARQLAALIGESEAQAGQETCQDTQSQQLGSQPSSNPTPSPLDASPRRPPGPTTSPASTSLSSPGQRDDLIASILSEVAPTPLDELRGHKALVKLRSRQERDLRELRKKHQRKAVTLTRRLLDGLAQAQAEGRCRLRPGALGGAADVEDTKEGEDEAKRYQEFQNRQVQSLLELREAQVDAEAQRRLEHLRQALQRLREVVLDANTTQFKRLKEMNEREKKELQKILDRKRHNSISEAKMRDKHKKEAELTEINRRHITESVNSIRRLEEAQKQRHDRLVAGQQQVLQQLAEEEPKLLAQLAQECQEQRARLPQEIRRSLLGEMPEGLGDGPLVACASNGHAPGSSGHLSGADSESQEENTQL
An asterisk follows results filed as active; . = no result given.

SMILES	ADAM17 inh	DAX1 inh-1	hgDAF12 agonist	Rev-erbA mod	MBD2 inh	hcDAF12 agonist	SMARCA2 act	DAX1 inh-2	ssDAF-12 act	PLC-gamma1 inh	PLCb3 inh
COCC(=O)Nc1ccc(S(=O)(=O)Nc2nccs2)cc1	-1	-0.1	-0.4	4	-2	0.7	0	4.4*	-1.3	1	-4
COC(=O)c1ccc(CNC(=O)COC(=O)C23CC4CC(CC(C4)C2)C3)cc1	8.7*	-0.5	-0.2	-3	0	-3.0	-1	0.6	-0.5	3	4
COc1ccc2nc(NC(=O)CSc3n[nH]c(N)n3)sc2c1	2	2.1	1.9	-2	-2	1.2	0	0.5	-0.8	0	-10
O=c1[nH]nc(Sc2ncnc3sccc23)n1CCc1ccccc1	-3	-2.2	2.6	-5	0	-2.1	-5	-2.7	-1.2	1	1
Cc1ccccc1N1CCN(S(=O)(=O)c2nnc(NC(=O)CC(C)C)s2)CC1	-2	0.9	4.2	4	-3	-0.3	1	-0.7	-1.1	-4	-4
CCN(CC(=O)NCc1cccs1)C(=O)CCC(=O)c1ccc(F)cc1	0	2.0	-2.0	-5	-2	-0.5	0	0.1	-1.2	-1	-8
CC(C)C(=O)Nc1nnc(SCC(=O)NCC2CCCO2)s1 (stereo unspecified)	-4	-0.2	1.9	-4	-4	0.3	-3	-0.5	-1.0	2	-5
Cc1ccc(NC(=O)O/N=C/c2c(C)nn(C(C)(C)C)c2C)cc1Cl	0	-2.5	-17	-1	6	-8.5	-15	-9.3	-3.8	1	-7
N#CC(C#N)=C(Nc1ccc(F)cc1)SCc1cccc(F)c1	6	-3.7	-9.6	-3	3	-5.3	-9	-3.7	-2.5	0	0
CN1CCc2nc(SCCOc3ccccc3)c(C#N)cc2C1	-33	-0.6	-2.3	-3	-6	-2.9	3	-0.2	-1.6	-91	-133
O=C(Nc1ccc2c(c1)OCO2)c1cnc(Cl)c(Cl)c1	-1	5.6*	21*	2	3	6.3*	5	2.5	1.8*	1	-10
CC(C)Cn1nc(NC(=O)c2ccco2)c2cc3ccccc3nc21	-31	-0.4	1.9	-2	-5	-1.8	0	-1.3	-2.1	-208	-199
Cc1c(Cl)cccc1NC(=O)CC(Cc1ccccc1)C(=O)O (stereo unspecified)	3	-0.1	-1.7	2	-7	0.6	2	0.0	-1.6	5	-1
CS(=O)(=O)NCC(c1cccnc1)N1CCN(c2ccccc2F)CC1 (stereo unspecified)	-1	0.1	0.2	1	1	-0.8	3	0.0	-1.1	2	-4
CCCc1cc(=O)oc2cc(OCC(=O)Nc3cc(C)on3)ccc12	-25	0.2	1.9	8	2	-0.2	2	0.3	-0.7	-16	-22
CCC[C@H](/C=C/C(=O)OC(C)(C)C)Sc1ccc(OC)cc1	-2	-0.4	1.2	7	-4	0.1	5	.	-1.1	2	-1
CC1=C(C(=O)N(C)C)CC(CC(=O)NCCc2ccccn2)C(=O)N1Cc1ccccc1 (stereo unspecified)	1	0.1	0.5	-6	0	-2.3	-4	0.5	-0.6	3	6
COc1ccc(NC(=O)Nc2nc3ccccc3s2)cc1	1	2.2	11*	3	2	7.1*	5	2.3	0.5	0	-7
COC(CNC(=O)c1cc(-c2ccncc2)nc2ccc(S(=O)(=O)N3CCOCC3)cc12)OC	1	0.9	-0.1	-6	3	0.5	-4	1.7	-0.9	3	2
CSc1ccc(CCNC(=O)c2ccc(CS(=O)Cc3ccc(Cl)cc3)o2)cc1 (stereo unspecified)	3	-2.2	-2.1	0	-2	-2.8	-1	0.0	-1.8	4	-26
O=C(O)c1ccc(NC(=O)c2cn(-c3ccccc3)nc2-c2ccccc2)cc1	-1	2.3	6.6	-2	0	2.1	4	1.4	0.4	-1	-1
COc1ccccc1C(=O)CSc1nnc(-c2ccccn2)n1-c1ccccc1	-1	-0.9	-5.4	-7	2	-3.4	6	.	-1.4	-2	0
O=C(COC(=O)C1CC1)Nc1ccc(S(=O)(=O)N2CCOCC2)cc1	-7	-0.9	-2.5	-5	0	-1.1	-4	-1.1	-1.0	0	3
O=C(Cc1ccccc1)NC1CCCc2c1cnn2-c1ccc(F)cc1F (stereo unspecified)	-2	.	0.5	3	-1	-3.1	.	.	-2.1	3	-1
COc1ccc(/C=N/NC(=O)c2c(C)nnn2-c2nonc2N)cc1OC	-2	-0.2	0.2	-4	-4	0.0	0	5.8*	-1.4	0	3
C=CCC[C@H](Cc1ccc(F)cc1)C(=O)OC[C@H](C)NC(=O)[C@@H](CC=C)CC(=O)N[C@H](CO)Cc1ccccc1	-1	-0.5	-1.5	5	-2	-1.7	1	1.4	-1.1	3	0
O=C(NCCCn1ccnc1)/C(=C\c1ccc(Br)cc1)NC(=O)c1ccccc1	-1	-0.6	0.2	0	1	-2.8	-2	-0.3	-1.2	-8	-16
Cn1c(=O)c2c(ncn2CC(=O)Nc2cccc(S(=O)(=O)Nc3ccccc3F)c2)n(C)c1=O	-1	0.5	1.4	12	1	1.0	5	0.0	-1.5	2	-4
Nc1ccc(C=C2C=Cc3ccccc32)cc1	7	-0.7	3.1	-6	0	-3.0	-4	1.3	-1.3	-1	4
CCn1c(=O)c2sccc2n2c(CCCC(=O)NC3CCN(Cc4ccccc4)CC3)nnc12	-2	-1.6	-0.3	1	0	1.5	1	-0.7	-1.0	-2	-4
CC(C)C(NC(=O)c1ccccc1F)C(=O)NCCc1ccccn1 (stereo unspecified)	-7	0.4	0.4	-3	1	-0.4	-2	0.5	-0.5	-1	-9
CCOC(=O)c1ccccc1OC(=O)CS(=O)c1ccccc1[N+](=O)[O-] (stereo unspecified)	3	-0.3	1.6	0	-2	2.4	-3	0.8	0.1	-2	0
O=C(NCCc1ccccc1)C1=CCN(S(=O)(=O)c2ccccc2)CC1	-3	-0.2	1.5	1	3	3.5	0	-0.1	-0.2	-2	-6
O=C1C=C(c2ccc3[nH]ccc3c2)C[C@@H](c2ccc(F)cc2)C1	3	-0.5	1.6	-1	0	-2.3	0	0.8	-1.5	-43	-62
CCc1cc2cc(C)c(C)cc2nc1SCC(=O)NNC(=O)c1ccco1	3	0.6	3.3	-3	2	1.9	-2	-1.1	-1.5	-1	-4
CCCCN(C(=O)c1ccc2c(c1)OCCO2)c1c(N)n(CCCC)c(=O)[nH]c1=O	-4	0.5	0.6	-5	-5	-0.8	1	2.5	-0.7	0	-4

Some of the entries above, set out differently.
Fields – ADAM17 inh | DAX1 inh-1 | hgDAF12 agonist | Rev-erbA mod | MBD2 inh | hcDAF12 agonist | SMARCA2 act | DAX1 inh-2 | ssDAF-12 act | PLC-gamma1 inh | PLCb3 inh
COc1ccc(NC(=O)Nc2nc3ccccc3s2)cc1
 : 1 | 2.2 | 11* | 3 | 2 | 7.1* | 5 | 2.3 | 0.5 | 0 | -7
COc1ccc(/C=N/NC(=O)c2c(C)nnn2-c2nonc2N)cc1OC
 : -2 | -0.2 | 0.2 | -4 | -4 | 0.0 | 0 | 5.8* | -1.4 | 0 | 3
O=C1C=C(c2ccc3[nH]ccc3c2)C[C@@H](c2ccc(F)cc2)C1
 : 3 | -0.5 | 1.6 | -1 | 0 | -2.3 | 0 | 0.8 | -1.5 | -43 | -62

Additional entries
SMILES	ADAM17 inh	DAX1 inh-1	hgDAF12 agonist	Rev-erbA mod	MBD2 inh	hcDAF12 agonist	SMARCA2 act	DAX1 inh-2	ssDAF-12 act	PLC-gamma1 inh	PLCb3 inh
Cc1cc(-c2n[nH]c(=S)n2N=Cc2ccc(O)cc2)n[nH]1	1	-0.7	-1.1	-1	-2	0.5	1	.	-0.7	6	6
Cc1nn(Cc2ccccc2Cl)c(C)c1NC(=O)Cn1nc([N+](=O)[O-])c(Cl)c1C	-2	0.1	1.5	-3	-3	1.8	0	-0.1	-0.9	2	-1
CC(=O)Nc1ccc(S(=O)(=O)NNC(=O)c2ccc(C)cc2)cc1	-3	0.2	2.4	8	3	-2.1	-3	-0.2	-1.2	0	2
CN(C)CCCN(C(=O)c1ccc(S(=O)(=O)N2CCc3ccccc32)cc1)c1nc2c(Cl)cccc2s1	0	0.6	-0.2	-6	2	1.9	-1	0.4	-0.6	-9	-7
CC(C)(C)OC(=O)NCCCCCC(=O)N/N=C/c1coc2ccccc2c1=O	-1	0.5	6.0	2	-4	-0.7	4	0.2	-1.7	1	-4
CNC(=O)C(=O)Nc1c(C)cc(C)cc1C	7	-0.1	2.3	0	3	0.8	-3	0.4	0.3	7	12*
COc1ccc(C(=O)NNC(=O)C(=O)NC2CCCCC2)cc1	5	0.2	0.4	2	-3	-0.7	-3	-0.2	-1.0	0	-3
CC(C)[C@H](NC(=O)N1CCn2c1nc1ccccc12)C(=O)NCCc1ccccc1	-3	-0.4	0.7	3	5	3.4	-1	0.4	0.4	2	-11
Cc1cc2sc3nc(=O)n(-c4ccccc4)c(=O)n3c2cc1C	-3	1.5	5.1	-5	4	5.1	7	4.2	-0.5	2	-4
c1csc(-c2csc3nc(CN4CCOCC4)nc(NCc4ccc5c(c4)OCO5)c23)c1	0	-1.2	-5.0	2	6	-2.8	-4	-2.1	-1.5	-1	-3
Cc1ccc(C(=O)Nc2nc(C(N)Cc3ccc(C(F)(F)F)cc3)cs2)cc1 (stereo unspecified)	-4	0.3	1.7	3	3	-0.5	-1	.	-1.4	2	-1
Cc1ccc(NC(=O)CS(=O)CC(=O)N(CC(=O)NC2CCCC2)c2cc(C)ccc2C)cc1 (stereo unspecified)	-5	0.6	0.8	0	3	-1.1	1	-0.3	-0.9	2	0
O=C(Nc1ccccc1)C1CC2CCC1C2 (stereo unspecified)	1	0.6	-1.4	-2	0	0.1	2	1.5	-1.2	0	-3
O=C1CCN(S(=O)(=O)c2ccccc2)CCN1CCOCc1ccc(F)cc1	-4	0.0	0.8	2	4	-0.1	0	0.3	-1.0	0	4
COc1cccc(-c2nc(C(N)=O)c3[nH]c(=O)n(-c4ccccc4)c3n2)c1OC	-2	-0.6	1.0	-11	-6	-1.1	-2	0.8	-0.9	2	5
CC(C)(C)c1ccc(C(=O)CSc2ncn[nH]2)cc1	0	0.6	5.2	-4	0	-1.2	0	0.7	-1.3	9	-3
COc1cccc(C(=O)NC2CCCc3c2cnn3-c2cc(C)cc(C)c2)c1 (stereo unspecified)	1	1.2	0.0	0	-3	-1.8	-1	1.0	-1.3	0	-7
O=C(c1ccco1)c1cn(CC(=O)N2CCCCC2)c2ccccc12	-1	-0.6	0.5	3	1	-1.2	-2	0.9	-0.7	-7	-8

Record cards, as listed above.
Entry for CCCc1cc(=O)oc2cc(OCC(=O)Nc3cc(C)on3)ccc12 = ADAM17 inh: -25; DAX1 inh-1: 0.2; hgDAF12 agonist: 1.9; Rev-erbA mod: 8; MBD2 inh: 2; hcDAF12 agonist: -0.2; SMARCA2 act: 2; DAX1 inh-2: 0.3; ssDAF-12 act: -0.7; PLC-gamma1 inh: -16; PLCb3 inh: -22
Entry for N#CC(C#N)=C(Nc1ccc(F)cc1)SCc1cccc(F)c1 = ADAM17 inh: 6; DAX1 inh-1: -3.7; hgDAF12 agonist: -9.6; Rev-erbA mod: -3; MBD2 inh: 3; hcDAF12 agonist: -5.3; SMARCA2 act: -9; DAX1 inh-2: -3.7; ssDAF-12 act: -2.5; PLC-gamma1 inh: 0; PLCb3 inh: 0
Entry for CCn1c(=O)c2sccc2n2c(CCCC(=O)NC3CCN(Cc4ccccc4)CC3)nnc12 = ADAM17 inh: -2; DAX1 inh-1: -1.6; hgDAF12 agonist: -0.3; Rev-erbA mod: 1; MBD2 inh: 0; hcDAF12 agonist: 1.5; SMARCA2 act: 1; DAX1 inh-2: -0.7; ssDAF-12 act: -1.0; PLC-gamma1 inh: -2; PLCb3 inh: -4
